S1P3 agonist: human S1P3 receptor agonists, primary screen, cell-based, primary and confirmation, NFAT-BLA reporter; Sphingosine 1-phosphate receptor 3 (Homo sapiens), Q99500; S1P3 NFAT-BLA reporter cells, agonism, FRET ratio; relative to 1 µM S1P, basal subtracted; activation, % at 4.5 µM; actives 0.1% (n = 60,000); AID 373, 2006;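 active = activation above the screen-wide mean plus 3 SD, cut at about 4.5% in these data, passing the limit was not always enough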; note: some compounds called inactive have numbers as strong as hits
Target sequence (Q99500 whole entry, looked up): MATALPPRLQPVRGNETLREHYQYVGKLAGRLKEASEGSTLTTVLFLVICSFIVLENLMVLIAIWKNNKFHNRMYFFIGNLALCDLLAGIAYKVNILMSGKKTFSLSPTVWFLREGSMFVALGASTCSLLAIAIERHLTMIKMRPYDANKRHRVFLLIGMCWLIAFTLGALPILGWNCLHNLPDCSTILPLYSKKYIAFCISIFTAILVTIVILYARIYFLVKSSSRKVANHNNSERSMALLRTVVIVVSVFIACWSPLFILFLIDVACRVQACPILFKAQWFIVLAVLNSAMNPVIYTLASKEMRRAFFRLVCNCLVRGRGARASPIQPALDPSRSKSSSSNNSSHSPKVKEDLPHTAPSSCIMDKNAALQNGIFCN
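material = human S1P3 NFAT-BLA reporter CHO cells | schedule = 4 h compound at 37 °C, 2 h substrate at RT | measured by = fluorescent BLA substrate, ex 405 nm, em 460/535 nm ratio | controls = 1 µM S1P reference | replication = primary once, confirmation triplicate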
5HT1a ag: human 5-HT1a receptor agonists, primary screen, cell-based, CHO, Ga15 NFAT-bla reporter; 5-hydroxytryptamine receptor 1A (Homo sapiens), P08908; CHO 5-HT1a Ga15 NFAT-bla reporter, FRET ratio; 0% basal, 100% maximal reference agonist; activation, % at 10 µM; actives 0.56% (n = 65,000);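 active = activation above the screen-wide mean activation plus 3 SD, cut at about 19% in these data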;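 note: 0% = DMSO wells and 100% = 5-CT at EC100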
Target sequence (P08908 whole entry, looked up): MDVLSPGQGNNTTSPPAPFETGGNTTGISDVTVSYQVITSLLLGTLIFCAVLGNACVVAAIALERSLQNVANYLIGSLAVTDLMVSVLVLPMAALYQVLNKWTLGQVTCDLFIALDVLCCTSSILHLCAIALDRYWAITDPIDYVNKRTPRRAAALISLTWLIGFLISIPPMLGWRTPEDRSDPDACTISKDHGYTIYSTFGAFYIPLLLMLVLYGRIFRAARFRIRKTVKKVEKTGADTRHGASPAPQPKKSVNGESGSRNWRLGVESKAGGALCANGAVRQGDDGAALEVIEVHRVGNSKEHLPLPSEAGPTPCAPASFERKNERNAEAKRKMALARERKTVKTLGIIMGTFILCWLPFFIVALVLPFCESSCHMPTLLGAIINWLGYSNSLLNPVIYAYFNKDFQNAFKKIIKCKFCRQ
5-HT1A blocker: human 5-HT1a receptor antagonists, primary screen, cell-based, CHO, Ga15 NFAT-bla reporter; 5-hydroxytryptamine receptor 1A (Homo sapiens), P08908; CHO 5-HT1a Ga15 NFAT-bla reporter, antagonist mode; inhibition, % at 10 µM; actives 0.68% (n = 62,000); AID 612, 2007;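 active = inhibition above the mean of all tested compounds plus 3 SD, cut at about 43% in these data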;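 note: receptor stimulated by 5-CT agonist at 100 nM near EC80; beta-lactamase reporter measured by ratiometric fluorescence of a cleavable substrate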
5HT1E antag: 5-HT1E receptor antagonists, primary screen, cell-based, HTS. 5-hydroxytryptamine receptor 1E (Homo sapiens), P28566. CHO 5-HT1E Ga15 NFAT-bla reporter, FRET, antagonist. inhibition, % at 6 µM. actives 0.99% (n = 65,000). AID 571, 2007;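 active = inhibition above a set limit, the mean inhibition across every tested compound plus 3 SD, cut at about 29% in these data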;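 note: signal is the 460 over 535 nm emission ratio of beta-lactamase substrate; 0% = agonist plus DMSO wells and 100% = wells without agonist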
M1 antagonist: antagonists of rat M1 muscarinic receptor | Muscarinic acetylcholine receptor M1 (Rattus norvegicus), P08482 | CHO-M1 cells, Fluo-4 calcium, ACh EC80 antagonist mode; active compounds read low | B-score at 10 µM | actives 3.4% (n = 64,000) | AID 628, 2007;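 active = calcium fluorescence response, raw or row-and-column corrected B-score, differing from the plate sample mean either way at a set confidence level, mostly lower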
S1P1 ag-PAM: S1P1 agonists and agonism potentiators, primary screen, cell-based, primary and confirmation screens, CRE-bla reporter; Sphingosine 1-phosphate receptor 1 (Homo sapiens), P21453; S1P1 CRE-bla cells, forskolin, beta-lactamase FRET, potentiator mode; S1P1 agonist co-added at EC20, 2 nM; 100% = saturating reference agonist, 0% = basal; activation, % at 9.5 µM; actives 0.57% (n = 56,000);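 active = activation above a cutoff set at the mean activation of all tested compounds plus 3 SD, cut at about 54% in these data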;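 note: forskolin at 4 µM as EC80 and the EC20 agonist is SEW2871; 100% = SEW2871 at its EC100 plus forskolin at EC80; some compounds past the cut are filed as inactive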
Jurkat tox 60K: cytotoxicity toward Jurkat T cells, primary screen, cytotoxicity control, cell-based, Jurkat E6.1, 60K MLSMR library | actives 1.2% (n = 56,000) | AID 463, 2006 | inhibition, % at 4 µM | Jurkat E6.1 viability, ATP luminescence, 48 h;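 active = inhibition above the mean inhibition of all tested compounds plus 3 SD, cut at about 28% in these data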
M1 agonist: M1 muscarinic receptor agonists, primary screen, CHO-M1 cells, Fluo-4 calcium, agonist mode; Fluo-4 calcium fluorescence; active compounds read high; Muscarinic acetylcholine receptor M1; actives 3% (n = 64,000); B-score at 10 µM; AID 626, 2007;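 active = fluorescence rise, raw or as B-score row- and column-corrected plate score, outside the 99.7% band of its plate's samples, either direction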
HTR1E agonist: 5-HT1E receptor agonists, primary screen, cell-based, HTS; 5-hydroxytryptamine receptor 1E (Homo sapiens), P28566; CHO 5-HT1E Ga15 NFAT-bla reporter, FRET; 0% DMSO wells, 100% control agonist wells; activation, % at 6 µM; actives 0.69% (n = 65,000);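 active = activation above a set limit, the screen-wide mean activation plus 3 SD, cut at about 8.5% in these data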;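 note: 100% = positive control agonist at 1 µM giving full maximal response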
Active calls of the source: *.

CCOC(=O)C1(C)NC(c2ccc(OC)cc2OC)C2C(=O)N(c3cccc(OC)c3)C(=O)C21 (configuration not stated) was read as S1P3 agonist -1.1, 5HT1a ag -0.1, 5-HT1A blocker 13, 5HT1E antag 15, M1 antagonist -0.0014, S1P1 ag-PAM -9, Jurkat tox 60K -3, M1 agonist 1.6 and HTR1E agonist -1.6.
For CCCCNC(=O)C1COc2ccccc2O1 (configuration not stated) the results were S1P3 agonist -1.0, 5HT1a ag -1.4, 5-HT1A blocker -2, 5HT1E antag -6, M1 antagonist 0.87, S1P1 ag-PAM -14, Jurkat tox 60K 1, M1 agonist -0.58 and HTR1E agonist -0.4.
Screening CCN(CC)c1nc2n(c(=O)n1)CCN2CC returned S1P3 agonist -0.4, 5HT1a ag -0.2, 5-HT1A blocker -5, 5HT1E antag -6, M1 antagonist 0.041, S1P1 ag-PAM 3, Jurkat tox 60K -10, M1 agonist -0.9 and HTR1E agonist 0.1.
`Cc1nnc(Nc2ccc(C(=O)NCCO)cc2)c2ccccc12` gave S1P3 agonist -1.4, 5HT1a ag -2.1, 5-HT1A blocker 0, 5HT1E antag 0, M1 antagonist 0.66, S1P1 ag-PAM -22, Jurkat tox 60K -2, M1 agonist -0.38 and HTR1E agonist 0.1.
For O=C(Cc1ccc(Cl)cc1)Nc1ccc2oc(-c3ccncc3)nc2c1 the results were S1P3 agonist -0.8, 5HT1a ag 13, 5-HT1A blocker -9, 5HT1E antag 3, M1 antagonist -0.014, Jurkat tox 60K 0, M1 agonist 0 and HTR1E agonist 0.8.
`Cc1ccc(Cl)c(OCC(O)CN(CCO)CCO)c1` (configuration not stated) gave S1P3 agonist 0.0, 5HT1a ag -3.3, 5-HT1A blocker -2, 5HT1E antag 4, M1 antagonist 0.086, S1P1 ag-PAM -20, Jurkat tox 60K -2, M1 agonist 0.26 and HTR1E agonist -0.4.
O=C(CN1C(=O)C2C3C=CC(C3)C2C1=O)N1CC(=O)N(CCc2ccccc2)C(=O)C1 (configuration not stated) was read as S1P3 agonist 0.8, 5HT1a ag -0.5, 5-HT1A blocker 0, 5HT1E antag -7, M1 antagonist -0.023, S1P1 ag-PAM -13, Jurkat tox 60K 1, M1 agonist -0.14 and HTR1E agonist 0.0.
`Cc1cc(C)n(Cc2ccc(C(=O)NCCC3=CCCCC3)o2)n1` gave S1P3 agonist -1.3, 5HT1a ag 65*, 5HT1E antag 5, M1 antagonist -0.38, S1P1 ag-PAM 3, M1 agonist -0.6 and HTR1E agonist -0.8.
`CN(C)C(=O)N1CCCC(C(=O)NCc2ccccc2Cl)C1` (configuration not stated) gave S1P3 agonist 0.7, 5HT1a ag -2.5, 5-HT1A blocker 0, 5HT1E antag -5, M1 antagonist 0.44, S1P1 ag-PAM -4, Jurkat tox 60K -2, M1 agonist -0.15 and HTR1E agonist 0.6.
For COc1ccc(C2C(C(=O)c3ccc(C)o3)=C(O)C(=O)N2c2cc(C)on2)cc1OC (configuration not stated) the results were S1P3 agonist -0.7, 5HT1a ag -1.4, 5-HT1A blocker -7, 5HT1E antag 3, M1 antagonist -0.027, S1P1 ag-PAM 7, Jurkat tox 60K -1, M1 agonist -0.55 and HTR1E agonist 0.1.
For O=C1CC(c2ccc(S(=O)(=O)N3CCCCC3)cc2)CN1 (configuration not stated) the results were S1P3 agonist -0.6, 5HT1a ag -0.8, 5-HT1A blocker -2, 5HT1E antag 0, M1 antagonist 0.18, S1P1 ag-PAM -14, Jurkat tox 60K -8, M1 agonist -1.4 and HTR1E agonist -1.1.
For CCCCN(C)C(=O)C1CCN(C/C(C)=C/c2ccccc2)CC1 the results were S1P3 agonist -0.7, 5HT1a ag -3.1, 5-HT1A blocker -1, 5HT1E antag -8, M1 antagonist -4*, S1P1 ag-PAM -21, Jurkat tox 60K -3, M1 agonist -0.6 and HTR1E agonist -0.9.
CC(N=c1ccccn1C(=O)Nc1ccc(F)cc1)c1ccco1 (configuration not stated) was read as S1P3 agonist 0.2, 5HT1a ag -1.9, 5-HT1A blocker -4, 5HT1E antag 9, M1 antagonist -0.74, S1P1 ag-PAM 5, Jurkat tox 60K -3, M1 agonist 0.54 and HTR1E agonist 1.0.
Screening O=C(NC1CCCC1)C(c1cccs1)N(Cc1ccco1)C(=O)Cn1nnc(-c2cccs2)n1 (configuration not stated) returned S1P3 agonist -0.3, 5HT1a ag -1.3, 5-HT1A blocker 23, 5HT1E antag -3, M1 antagonist -0.53, S1P1 ag-PAM 16, Jurkat tox 60K 0, M1 agonist -0.28 and HTR1E agonist -0.6.
For CCOc1ccc(C2C(C(=O)c3ccc(C)o3)=C(O)C(=O)N2CCCN(CC)CC)cc1 (configuration not stated) the results were S1P3 agonist -0.7, 5HT1a ag 0.5, 5HT1E antag -2, M1 antagonist -0.38, S1P1 ag-PAM 6, M1 agonist -0.8 and HTR1E agonist -0.5.
`CC1=C(C(=O)Nc2ccccc2)C(c2ccc(C)o2)N2C(=O)CSC2=N1` (configuration not stated) gave S1P3 agonist -1.8, 5HT1a ag -1.9, 5-HT1A blocker -7, 5HT1E antag -23, M1 antagonist 0.046, S1P1 ag-PAM 10, Jurkat tox 60K -4, M1 agonist -0.025 and HTR1E agonist 0.0.
Screening COC(=O)C1=C(N)OC2=C(C(=O)CC(C)(C)C2)C1c1ccoc1 (configuration not stated) returned S1P3 agonist 0.5, 5HT1a ag 2.3, 5-HT1A blocker 4, 5HT1E antag 8, M1 antagonist -0.0099, S1P1 ag-PAM -5, Jurkat tox 60K 0, M1 agonist -0.61 and HTR1E agonist -0.7.
`CC(C)(C)n1nc2c(c1NC(=O)c1ccc(Br)cc1)CS(=O)C2` (configuration not stated) gave S1P3 agonist 0.2, 5HT1a ag -2.2, 5-HT1A blocker 4, 5HT1E antag 10, M1 antagonist -0.17, S1P1 ag-PAM -28, Jurkat tox 60K 1, M1 agonist 0.21 and HTR1E agonist -0.3.
For CCOCCCNC(=O)c1[nH]c(C)c(C(C)=O)c1C the results were S1P3 agonist -0.1, 5HT1a ag -4.7, 5-HT1A blocker 12, 5HT1E antag 3, M1 antagonist -0.045, S1P1 ag-PAM -7, Jurkat tox 60K 7, M1 agonist 0.12 and HTR1E agonist -0.5.
CCOc1ccc(N2C(=O)CC(N)C2=O)cc1 (configuration not stated) was read as S1P3 agonist -1.0, 5HT1a ag -0.3, 5HT1E antag -2, M1 antagonist -0.21, S1P1 ag-PAM 1, M1 agonist -0.54 and HTR1E agonist -0.2.
For CC(=O)NCCOC(=O)Nc1cccnc1 the results were S1P3 agonist -0.9, 5HT1a ag -1.0, 5-HT1A blocker -1, 5HT1E antag -5, M1 antagonist 0.00091, S1P1 ag-PAM -20, Jurkat tox 60K -2, M1 agonist 0.59 and HTR1E agonist 0.1.
`Cc1ccc(N(CC(=O)Nc2ccc3c(c2)OCCO3)S(=O)(=O)c2c(C)n[nH]c2C)cc1` gave S1P3 agonist 0.0, 5HT1a ag -1.1, 5-HT1A blocker 4, 5HT1E antag -3, M1 antagonist 0.42, S1P1 ag-PAM 14, Jurkat tox 60K -3, M1 agonist 0.49 and HTR1E agonist -0.5.
Screening N#Cc1c(N)oc(-c2ccco2)c1-c1ccco1 returned S1P3 agonist 0.4, 5HT1a ag 0.2, 5-HT1A blocker -4, 5HT1E antag -5, M1 antagonist 1.5, S1P1 ag-PAM -34, Jurkat tox 60K -2, M1 agonist 0.82 and HTR1E agonist 0.1.
Screening CCCc1cc(=O)[nH]c(SCC(=O)N(C)CC(=O)Nc2ccc(C)cc2)n1 returned S1P3 agonist 0.6, 5HT1a ag 3.1, 5-HT1A blocker -4, 5HT1E antag 4, M1 antagonist -0.15, S1P1 ag-PAM -5, Jurkat tox 60K -10, M1 agonist 0.47 and HTR1E agonist 0.3.
`CC1CCN(C(=O)Cn2c(SCC(=O)Nc3nccs3)nc3ccccc32)CC1` gave S1P3 agonist -1.3, 5HT1a ag -0.8, 5-HT1A blocker 20, 5HT1E antag -2, M1 antagonist 0.0093, S1P1 ag-PAM -7, Jurkat tox 60K 13, M1 agonist 3.6 and HTR1E agonist -0.3.
Screening CSc1nc2ccc(NC(=O)C3CC(=O)N(Cc4ccco4)C3)cc2s1 (configuration not stated) returned 5HT1a ag -1.0, 5-HT1A blocker 4, 5HT1E antag 10, M1 antagonist -0.33, M1 agonist 0.47 and HTR1E agonist -0.3.
`Cc1ccc(-n2[nH]c(C)c(C=Nc3ccc(C)cn3)c2=O)cc1` gave 5HT1a ag 2.4, 5-HT1A blocker -8, 5HT1E antag -5, M1 antagonist -0.13, M1 agonist -0.21 and HTR1E agonist 0.4.
`O=C(Oc1ccccc1)c1cc2ccccc2o1` gave S1P3 agonist -0.9, 5HT1a ag -1.6, 5-HT1A blocker -3, 5HT1E antag 0, M1 antagonist 0.35, S1P1 ag-PAM 19, Jurkat tox 60K -6, M1 agonist 0.16 and HTR1E agonist -0.7.
Cc1cc(C)n2ncc(C(=O)NCc3cccnc3)c2n1 was read as S1P3 agonist -1.0, 5HT1a ag -2.7, 5-HT1A blocker 4, 5HT1E antag 3, M1 antagonist 0.37, S1P1 ag-PAM -10, Jurkat tox 60K -4, M1 agonist 0.33 and HTR1E agonist -0.8.
For O=C(c1ccco1)N1CCN(C(c2cccs2)c2nnnn2C2CCCCC2)CC1 (configuration not stated) the results were S1P3 agonist 0.1, 5HT1a ag 0.7, 5-HT1A blocker -1, 5HT1E antag -5, M1 antagonist -0.4, S1P1 ag-PAM 4, Jurkat tox 60K -4, M1 agonist 0.085 and HTR1E agonist -1.7.
`Cc1c(NC(=O)NCCN2C(=O)C3C4C=CC(C4)C3C2=O)c(=O)n(-c2ccccc2)n1C` (configuration not stated) gave S1P3 agonist -0.6, 5HT1a ag -1.8, 5-HT1A blocker 4, 5HT1E antag -15, M1 antagonist 0.042, S1P1 ag-PAM -24, Jurkat tox 60K 4, M1 agonist 0.25 and HTR1E agonist 0.2.
COc1ccc(C)cc1NC(=O)c1ccoc1C was read as S1P3 agonist -0.7, 5HT1a ag 1.2, 5-HT1A blocker 0, 5HT1E antag -1, M1 antagonist 0.0095, S1P1 ag-PAM 3, Jurkat tox 60K 5, M1 agonist -0.00091 and HTR1E agonist 0.3.
`COc1ccc(OC)c(-c2cc(C(=O)Nc3cc(C)on3)no2)c1` gave S1P3 agonist -0.8, 5HT1a ag 6.1, 5-HT1A blocker 6, 5HT1E antag 0, M1 antagonist 0.33, S1P1 ag-PAM -10, Jurkat tox 60K -5, M1 agonist 1.2 and HTR1E agonist -0.9.

Screens (PubChem)
